Screens (PubChem BioAssay)
PTAP TSG101 blk: blocks PTAP/TSG101 interaction to inhibit HIV-1 budding; Potency, µM (doses to about 115 µM), inactives show top-dose activity change, negative = inhibition, most hits filed as inhibitors; Fluorescence polarization, FITC-PTAP peptide / Tsg101 binding; Q99816; AID 493005; 340,000 tested, under 10 active; active means well fitted inhibition curve with a large enough effect in the main read-out, with a control signal flat, not every such curve was filed as active; inconclusive means small, poorly fitted or top-dose-only effect, or effect the other way, or a change in a side signal; inactive means no such curve, though single readings can be large or run the other way; further: potency means the concentration at half of the fitted maximal effect; % of control where 0% means no effect
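Tsg101 binding domain (10 uM final) was mixed with compound and a FITC-labeled PTAP peptide (50 nM final) in HEPES pH 7.5 buffer with NaCl, Tween 20, EDTA and TCEP; fluorescence polarization was read after 20 min at r.t.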
TCR activator: activators of T cell receptors | primary human leukocytes, anti-CD3, IL-2 HTRF, 48 h | Potency, µM (doses to about 9.22 µM), without a hit: at the top dose activation of IL-2 secretion, hits mostly activators | 330,000 tested, under 10 active; further: % of control where 0% means no effect
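Primary human leukocytes incubated 48 hr with anti-CD3 beads plus compound, without co-stimulation. Secreted IL-2 measured by HTRF (europium cryptate/d2 anti-IL-2 pair, 320 nm excitation, 665 nm emission).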
S-ASM inh: blocks human secretory acid sphingomyelinase | placental ASM, HMU-PC fluorogenic substrate, 60 min | Potency, µM (highest dose often 57.5 µM), inactives show at the top dose activity change, negative = inhibition, hits mostly inhibitors | 340,000 tested, 0.006% active; further: potency means the concentration at half of the fitted maximal effect
Target sequence (P17405 47-631 limits assumed): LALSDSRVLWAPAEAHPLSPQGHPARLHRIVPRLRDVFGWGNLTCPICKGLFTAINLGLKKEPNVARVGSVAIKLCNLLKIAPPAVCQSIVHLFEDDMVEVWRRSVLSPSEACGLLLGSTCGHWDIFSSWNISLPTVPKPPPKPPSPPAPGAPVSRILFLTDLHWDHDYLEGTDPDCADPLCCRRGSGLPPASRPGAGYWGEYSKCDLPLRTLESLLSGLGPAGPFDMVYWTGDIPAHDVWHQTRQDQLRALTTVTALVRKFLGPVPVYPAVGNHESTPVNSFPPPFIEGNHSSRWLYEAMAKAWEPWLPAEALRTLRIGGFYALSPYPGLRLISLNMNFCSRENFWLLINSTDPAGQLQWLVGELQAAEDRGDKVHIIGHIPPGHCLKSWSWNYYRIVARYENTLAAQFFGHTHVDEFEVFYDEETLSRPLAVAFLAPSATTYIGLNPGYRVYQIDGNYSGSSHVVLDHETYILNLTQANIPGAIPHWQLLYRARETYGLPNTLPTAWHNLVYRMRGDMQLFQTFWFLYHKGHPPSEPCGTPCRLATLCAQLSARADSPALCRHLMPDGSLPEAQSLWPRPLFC
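HMU-PC0 cleavage (9 uM final) by human placental ASM, 60 min at 37 °C following 10 min compound exposure at RT; stopped at pH 10, fluorescence Ex 386/Em 447 nm.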
TSHR antag: blocks TSH signaling through the human TSH receptor | P16473 | TSHR-expressing cells, TSH-stimulated cAMP HTRF, 2 h; active compounds read low | activity change, negative = inhibition, % at 11.5 µM | 330,000 tested, 0.2% active | AID 504810;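 active means activity change below a set negative limit, meaning inhibition stronger than a set level, cut at about -70% in these data; inconclusive means activity change between two set negative limits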; further: on the % scale 0 is the no-effect control and ±100 the full control effect
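Freshly harvested TSHR cells receive pin-tooled compound, then EC80 TSH at 4nM final. After 2 hours at 37 deg C, antibody in lysis buffer and cAMP-d2 are added; 30 minutes at ambient temperature precede the HTRF read.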
Chronic BCR inh: blocks chronic active B-cell receptor signaling; 340,000 tested, 0.05% active; Potency, µM (series often up to 46.1 µM), inactives show top-dose ratio change, negative = lower green/red ratio, most hits filed as inhibitors; ABC-DLBCL IkBa-CBG/CBR reporter, luminescence ratio, 4 h; AID 493014; active means well fitted inhibition curve with a large enough effect in the signal ratio, with a control signal flat, not every such curve was filed as active; inconclusive means small, poorly fitted or top-dose-only effect, or effect the other way, or a change in a side signal; the % refers to the signal ratio;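 further: potency means the concentration at half of the fitted maximal effect; plate controls were basal doxycycline-induced cells for no effect and cells given 10 µM MG132 for full effect; MG132 reads +100%, hits lower the ratio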
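TMD8 ABC-DLBCL cells carrying doxycycline-inducible green luciferase fused to IkappaBalpha plus unfused red luciferase were exposed to compounds (up to 46 uM) for 4 hrs at 37C. Activity came from the overlap-corrected green/red luminescence ratio.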
Mito fusion yeast: mitochondrial division inhibition or fusion activation; Potency, µM (doses to about 46.1 µM), inactives show at the highest dose growth rescue (activation), actives largely listed as activators; 320,000 tested, 0.23% active; S. cerevisiae fusion-defective mutant growth rescue, CellTiterGlo 48 h;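 further: potency means the concentration at half of the fitted maximal effect; % of control where 0% means no effect; nearly all actives have a fitted effect of over 45% in size; temperature-sensitive fusion mutants such as fzo1-1 at 37 °C on non-fermentable ethanol glycerol medium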
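Compounds are tested for their ability to restore growth of mitochondrial fusion-defective yeast strains at non-permissive 37C in YPEG medium over 48 hours. Viability is quantified by luciferase luminescence.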
Integrin act MD: activators of alpha7 integrin expression for muscular dystrophy; alpha7betagal myoblasts, beta-gal FDG fluorescence, 48 h; Potency, µM (highest dose often 38.3 µM), for the others: top-dose activation, hits mostly activators; 350,000 tested, 0.064% active; AID 624291;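 further: potency means the concentration at half of the fitted maximal effect; 100% = response of the positive control SU9516; nearly all actives have a fitted effect of over 60% in size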
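alpha7betagal+/- myoblasts (passage 13, 250/well) treated 48 h at 37C with compounds at 1:260 dilution of DMSO stock. Lysed, then beta-galactosidase activity read as FDG fluorescence (ex 480/em 540) after 30 min, with pre-read for autofluorescence.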
AT treatment: potential ataxia-telangiectasia treatments restoring KAP-1 phosphorylation; […] A-T fibroblasts, KAP-1 phosphorylation AlphaLISA; neocarzinostatin DNA damage 30 min before lysis; Potency, µM (titrated, usually from 57.5 µM), without a hit: top-dose activation, hits mostly activators; 320,000 tested, 0.19% active; further: potency means the concentration at half of the fitted maximal effect; % of control where 0% means no effect; nearly all actives have a fitted effect of over 45% in size
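ATM-like activity read as KAP-1 phosphorylation via AlphaLISA donor/acceptor antibody pairs after lysis and 6 hr at 25C. Cells were ATM-null patient fibroblasts ([…], hTERT), dosed 60 min, then exposed to the DSB inducer NCS for 30 min.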
Tb PFK inh: T. brucei PFK enzyme inhibition; O15648; T. brucei PFK, ADP-Glo luminescence; Potency, µM (series often up to 57.5 µM), for inactives: top-dose activity, negative = inhibition, most hits filed as inhibitors; 330,000 tested, 0.17% active;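 further: potency means the concentration at half of the fitted maximal effect; 0% = uninhibited 1x PFK enzyme wells and -100% = no-enzyme wells; nearly all actives have a fitted effect of over 60% in size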
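Activity is normalized to no-enzyme wells (full inhibition) and 1.25 nM enzyme wells (no inhibition). Reaction: 0.5 mM F6P, 0.1 mM ATP, 45 min RT, ADP-Glo luminescence; concentration-response curves fitted and classed by quality.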
Eya2 inh: blocks the phosphatase activity of human Eya2. recombinant Eya2, OMFP fluorescence dephosphorylation (OMFP is methylfluorescein phosphate). Potency, µM (doses to about 76.9 µM), for inactives: at the highest dose activity, negative = inhibition, usual class: inhibitors. 330,000 tested, 0.006% active; further: potency means the concentration at half of the fitted maximal effect; on the % scale 0 is the no-effect control and ±100 the full control effect
Target sequence (O00167 whole entry, looked up): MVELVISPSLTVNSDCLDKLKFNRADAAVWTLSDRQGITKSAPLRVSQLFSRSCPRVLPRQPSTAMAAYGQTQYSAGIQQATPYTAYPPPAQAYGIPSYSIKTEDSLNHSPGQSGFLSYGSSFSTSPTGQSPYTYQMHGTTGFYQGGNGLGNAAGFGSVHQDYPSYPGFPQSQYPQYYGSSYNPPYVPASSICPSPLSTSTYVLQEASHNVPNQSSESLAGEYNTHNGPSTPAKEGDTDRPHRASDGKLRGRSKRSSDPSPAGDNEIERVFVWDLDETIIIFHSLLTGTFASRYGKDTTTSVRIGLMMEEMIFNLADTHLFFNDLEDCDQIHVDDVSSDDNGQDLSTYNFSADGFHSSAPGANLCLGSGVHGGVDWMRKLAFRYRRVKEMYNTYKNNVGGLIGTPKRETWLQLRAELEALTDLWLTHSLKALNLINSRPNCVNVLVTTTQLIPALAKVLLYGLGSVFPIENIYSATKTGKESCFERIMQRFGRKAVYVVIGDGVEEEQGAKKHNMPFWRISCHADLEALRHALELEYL
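Eya2 protein (added as 0.2 uM solution) was preincubated with compound for 10 min at ambient temperature in 50 mM HEPES pH 7.5, 50 mM NaCl, 5 uM MgCl2, 0.05% BSA, 1 mM DTT. OMFP (added at 50 uM) then reacted 10 min; fluorescence read at 485/525 nm.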
ELG1 repair inh: blocks ELG1-dependent DNA repair in HEK293T cells; HEK293T ELG1-luciferase reporter, luminescence, 16 h; DNA damage induced by 5-fluorouridine; Potency, µM (top dose mostly 46.1 µM), for inactives: at the highest dose activity change, negative = inhibition, actives largely listed as inhibitors; 330,000 tested, 2.3% active; AID 504467; further: potency means the concentration at half of the fitted maximal effect; on the % scale 0 is the no-effect control and ±100 the full control effect; nearly all actives have a fitted effect of over 55% in size
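HEK293T cells expressing luciferase-tagged ELG1 (2,000/well) received 5-Fluorouridine plus compound or DMSO for 16 hr at 37 °C. Luciferase was read by ONE-Glo luminescence after 30 min at room temperature.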
The depositor's hits bear a star; u = inconclusive; x = not tested or not shown; [ ] = dose if it differs, or a comment. Unless noted, the call rests on the fitted dose curve; in most records, active means well fitted curve in the direction sought with a large enough effect; inconclusive means small, poorly fitted or top-dose-only effect, or another doubt; inactive means no such curve, though single readings can be large; an effect the other way counts as inactive or inconclusive.

SMILES	PTAP TSG101 blk	TCR activator	S-ASM inh	TSHR antag	Chronic BCR inh	Mito fusion yeast	Integrin act MD	AT treatment	Tb PFK inh	Eya2 inh	ELG1 repair inh
Cc1ccc(S(=O)(=O)N2CCN(C(=O)COC(=O)CC(C)c3ccccc3)CC2)c(C)c1 (stereo not given)	0%	-3%	-2%	6	-1%	7%	-14%	-6%	0%	13%	9%
O=S(=O)(c1cccc(Cl)c1Cl)N1CCN(C(=S)NCCCN2CCOCC2)CC1	0%	-13%	2%	-7	4%	-6%	-30%	0%	0%	-4%	u
N#C/C(C(=O)c1ccccc1)=C1/CCCN1	-6%	-4%	2%	-11	3%	0%	0%	6%	0%	-29%	u
COc1ccc(CCNC(=O)CSc2ccc(-c3ccco3)nn2)cc1	-3%	-4%	-3%	8	1%	-12%	-24%	2%	-2%	5%	5%
COc1nnc(-c2ccc(N3CCOCC3)c(NC(=O)c3ccc(C)cc3)c2)c2ccccc12	-5%	-1%	-1%	-16	3%	-11%	-16%	16%	-1%	-7%	u
CC1CC(=O)N(c2ccc(Br)cc2)C(=O)C1	-1%	1%	-1%	1	3%	3%	4%	4%	1%	8%	10%
O=C(C1CCC(CNS(=O)(=O)c2ccc(F)cc2)CC1)N1CCOCC1 (stereo not given)	-2%	-2%	2%	3	-3%	1%	20%	-1%	2%	-1%	3%
CC[N+](CC)(CC)CC(=O)Nc1ccc(SC(F)F)cc1	-3%	-10%	6%	9	0%	-5%	2%	5%	-4%	3%	7%
COc1ccc(NC(=O)C2CCN(C(=O)NCc3ccccc3)CC2)cc1	-1%	3%	4%	1	5%	-1%	-10%	0%	1%	13%	15%
O=C(N/N=C/c1ccccc1O)c1ccncc1	2%	-4%	-2%	3	u	0%	x	-8%	-17%	5%	-14%
C=CCN(CC=C)C(=S)Nc1ccccc1	-4%	-1%	6%	6	5%	-8%	-9%	0%	-1%	7%	16%
CC(C)CC(=O)NC(NC(=S)Nc1cccc2cccnc12)C(Cl)(Cl)Cl (stereo not given)	-1%	2%	-9%	-18	-3%	-17%	-42%	-2%	0%	-7%	u
Cn1nc(-c2ccc(OCC(=O)Nc3cccnc3)cc2)c2ccccc2c1=O	-6%	x	2%	0	-17%	-3%	20%	-1%	-2%	2%	u
Cc1sc2nc(CSCC(=O)NC(C)(C)C)[nH]c(=O)c2c1C	0%	-4%	0%	1	3%	16%	-10%	2%	-3%	-9%	2%
OCCC1CN(Cc2ccc3nsnc3c2)CCN1CCc1ccccc1 (stereo not given)	-8%	-3%	0%	-1	-11%	3%	-1%	-5%	-5%	-16%	-5%

8 compounds out of the list, sorted by number of heavy atoms, largest number first.
SMILES	PTAP TSG101 blk	TCR activator	S-ASM inh	TSHR antag	Chronic BCR inh	Mito fusion yeast	Integrin act MD	AT treatment	Tb PFK inh	Eya2 inh	ELG1 repair inh
COc1nnc(-c2ccc(N3CCOCC3)c(NC(=O)c3ccc(C)cc3)c2)c2ccccc12	-5%	-1%	-1%	-16	3%	-11%	-16%	16%	-1%	-7%	u
Cc1ccc(S(=O)(=O)N2CCN(C(=O)COC(=O)CC(C)c3ccccc3)CC2)c(C)c1 (stereo not given)	0%	-3%	-2%	6	-1%	7%	-14%	-6%	0%	13%	9%
Cn1nc(-c2ccc(OCC(=O)Nc3cccnc3)cc2)c2ccccc2c1=O	-6%	x	2%	0	-17%	-3%	20%	-1%	-2%	2%	u
COc1ccc(NC(=O)C2CCN(C(=O)NCc3ccccc3)CC2)cc1	-1%	3%	4%	1	5%	-1%	-10%	0%	1%	13%	15%
CC(C)CC(=O)NC(NC(=S)Nc1cccc2cccnc12)C(Cl)(Cl)Cl (stereo not given)	-1%	2%	-9%	-18	-3%	-17%	-42%	-2%	0%	-7%	u
Cc1sc2nc(CSCC(=O)NC(C)(C)C)[nH]c(=O)c2c1C	0%	-4%	0%	1	3%	16%	-10%	2%	-3%	-9%	2%
CC[N+](CC)(CC)CC(=O)Nc1ccc(SC(F)F)cc1	-3%	-10%	6%	9	0%	-5%	2%	5%	-4%	3%	7%
N#C/C(C(=O)c1ccccc1)=C1/CCCN1	-6%	-4%	2%	-11	3%	0%	0%	6%	0%	-29%	u

The listing continues.
SMILES	PTAP TSG101 blk	TCR activator	S-ASM inh	TSHR antag	Chronic BCR inh	Mito fusion yeast	Integrin act MD	AT treatment	Tb PFK inh	Eya2 inh	ELG1 repair inh
CC1SC(c2cccc(Cl)c2)NC1=O (stereo not given)	-4%	1%	0%	2	-12%	-1%	8%	2%	-1%	10%	12%
CC(CC(=O)O)Nc1ccccc1O (stereo not given)	2%	-4%	2%	-14	u	-9%	35%	-2%	2%	0%	1%
Cn1c(SCc2cccnc2)nnc1-c1c[nH]c2ccccc12	-1%	2%	3%	-7	u	-3%	-17%	6%	0%	10%	u
Cn1c(=O)c([N+](=O)[O-])c(-n2ccnc2)c2ccccc21	-4%	6%	-3%	-25	u	-2%	-28%	-12%	-20%	16%	-3%
Cc1c(C(=O)N2CCN(c3ncccn3)CC2)sc2nc3n(c(=O)c12)CCCC3	2%	1%	-2%	x	x	0%	-16%	x	x	x	x
CCOc1ccc2c(c1)C(N(CCN1CCOCC1)C(=S)Nc1ccccc1OC)CC(C)(C)O2 (stereo not given)	0%	-48%	-3%	1	6%	-6%	30%	-4%	-2%	-3%	-8%
O=C(COc1ccccc1[N+](=O)[O-])Nc1cccc(Cl)c1N1CCOCC1	-3%	3%	-2%	-10	u	4%	-4%	23%	u	-12%	u
O=C(NNC(=O)c1sccc1-n1cccc1)c1ccc(F)cc1	-2%	1%	1%	11	4%	-5%	-3%	2%	-1%	-21%	-1%
Cc1cc(C(=O)O)c(=O)[nH]c1C	0%	-10%	71%	-27	-11%	3%	15%	3%	0%	-2%	26%
Cc1cc(NC(=O)C(C)SCC(=O)OC(C)C(=O)Nc2ccccc2C)no1 (stereo not given)	1%	5%	2%	15	10%	0%	u	6%	-3%	-18%	15%
NC(=O)C(=O)NN=C1CCC(c2ccccc2)CC1 (stereo not given)	-4%	6%[46.1 µM]	4%	-5	-5%	0%	-8%	12%	-3%	-5%	4%
CCC(C)(C)n1nnnc1C(c1ccccc1)N1CCN(Cc2ccccc2)CC1 (stereo not given)	3%	3%	0%	-8	1%	2%	u	0%[11.5 µM]	-2%	-4%	8%
O=C(N/N=C/c1c[nH]c2ccccc12)c1ccc2c(c1)OCCO2	-1%	1%	1%	1	u	-2%	11%	4%	-4%	-15%	u
COc1cccc2cc(C(N)=O)oc12	-6%	3%	2%	-5	u	-5%	3%	-4%	-2%	-21%	2%
Cc1ccc(S(=O)(=O)NC(=O)NC(=O)N(C)S(=O)(=O)c2ccc(C)cc2)cc1	-1%	-5%	1%	-6	5%	-2%	14%	-4%	-4%	-4%	-8%
Cc1cc(-c2nnc(CCC(=O)NC(Cc3ccccc3)c3ccccc3)o2)no1 (stereo not given)	-4%	5%	4%	13	1%	3%	18%	4%	0%	-7%	-17%
CCSc1cnn(-c2ccccc2)c(=O)c1SCC	-2%	x	0%	1	u	3%	-10%	3%	2%	3%	-5%
O=Cc1ccc(OC(=O)CCCCC(=O)Oc2ccc(C=O)cc2)cc1	3%	-3%	0%	17	u	-17%	0%	39%	-19%	15%	9%
Cn1c2c(c(=O)n(C)c1=O)C(NS(=O)(=O)c1ccc(Cl)cc1)(C(F)(F)F)C(=O)N2 (stereo not given)	-2%	10%	4%	1	14%	-2%	-3%	-4%	-2%	-13%	9%
CC(C)c1ccc(NC(=O)Nc2cc3sccc3n2C)cc1	0%	-1%	0%	1	14%	0%	27%	-7%	5%	1%	25%
CCC(CC)NC(=O)Nc1ccc(C)cc1	-3%	8%	-4%	-4	-14%	3%	0%	5%	-3%	20%	7%
